MITF inh: MITF inhibitors, primary screen, biochemical, AlphaScreen, human. Microphthalmia-associated transcription factor (Homo sapiens), O75030. AlphaScreen MITF homodimerization, bead proximity signal. inhibition, % at 2.6 µM. actives 0.91% (n = 650,000); in the data active means inhibition above about 50%;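 further: 0% = vehicle wells with protein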
Target sequence (O75030 whole entry, looked up): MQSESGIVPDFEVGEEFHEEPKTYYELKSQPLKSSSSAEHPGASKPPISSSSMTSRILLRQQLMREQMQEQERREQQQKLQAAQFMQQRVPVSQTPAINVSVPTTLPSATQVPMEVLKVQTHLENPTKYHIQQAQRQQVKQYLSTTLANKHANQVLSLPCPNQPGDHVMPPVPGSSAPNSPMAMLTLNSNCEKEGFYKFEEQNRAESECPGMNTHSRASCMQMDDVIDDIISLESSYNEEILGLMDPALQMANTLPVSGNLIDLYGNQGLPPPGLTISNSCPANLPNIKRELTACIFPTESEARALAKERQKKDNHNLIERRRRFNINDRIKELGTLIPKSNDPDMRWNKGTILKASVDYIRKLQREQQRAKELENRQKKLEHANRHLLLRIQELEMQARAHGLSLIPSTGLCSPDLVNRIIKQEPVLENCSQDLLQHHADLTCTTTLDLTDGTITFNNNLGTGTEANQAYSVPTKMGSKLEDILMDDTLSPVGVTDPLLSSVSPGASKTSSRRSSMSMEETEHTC
TEAD-YAP block: TEAD-YAP interaction inhibition, primary screen, TEAD-YAP interaction inhibitor project, luminescence, HEK-TIYL cells | actives 1.4% (n = 640,000) | inhibition, % at 9.12 µM | TEAD-Gal4/YAP UAS-luciferase luminescence; in the data active means inhibition above about 32%;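 further: 0% = median of test compound wells and 100% = reference inhibitor wells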
GPR151 activ: activators of human GPR151, primary screen, cell-based, PathHunter beta-arrestin, luminescence; PathHunter beta-arrestin GPR151 cells; activation, % at 11.2 µM; actives 1% (n = 650,000); AID 1508602, 2020; in the data active means activation above about 4.9%;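 further: 0% = median of compound wells and 100% = cells with positive control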
Target sequence (Q8TDV0 whole entry, looked up): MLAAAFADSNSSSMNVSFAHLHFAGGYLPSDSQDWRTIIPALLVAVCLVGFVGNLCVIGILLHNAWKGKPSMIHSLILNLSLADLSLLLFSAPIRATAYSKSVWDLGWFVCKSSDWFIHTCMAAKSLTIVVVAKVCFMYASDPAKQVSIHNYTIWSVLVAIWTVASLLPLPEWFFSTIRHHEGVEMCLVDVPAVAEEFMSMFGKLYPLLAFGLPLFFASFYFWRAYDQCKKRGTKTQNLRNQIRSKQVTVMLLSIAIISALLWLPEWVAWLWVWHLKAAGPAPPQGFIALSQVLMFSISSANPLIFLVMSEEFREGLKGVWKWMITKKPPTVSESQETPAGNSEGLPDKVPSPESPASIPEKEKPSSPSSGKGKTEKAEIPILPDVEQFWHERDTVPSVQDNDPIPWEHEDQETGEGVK
FBW7 activator: FBW7 E3 ligase activators, primary screen, biochemical, AlphaScreen, human. F-box/WD repeat-containing protein 7 (Homo sapiens), Q969H0. AlphaScreen FBW7–phospho-cyclin E peptide binding, activator screen. normalized activity (activation), % at 26.1 µM. actives 0.13% (n = 650,000); in the data active means normalized activity above about 1.9%;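 further: purified mutant Fbw7 with reduced substrate affinity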
An asterisk follows results filed as active.

cpd | canonical_smiles | MITF inh | TEAD-YAP block | GPR151 activ | FBW7 activator
1 | Cn1c(Nc2nc(NC3CCN(Cc4ccccc4)CC3)c3ncn(-c4ccccc4)c3n2)nc2ccccc21 | 8 | 8 | 1.2 | -0.2
2 | O=C(Nc1ccc(OC(F)(F)F)cc1)c1cccnc1 | -1 | 1 | -0.9 | -0.1
3 | Cc1ccc(CNC(=O)Cn2c(=O)oc3ccccc32)o1 | 19 | -11 | 1.1 | 0.3
4 | Brc1cccc(CN2CCC(N3CCCCC3)CC2)c1 | -10 | -5 | -0.1 | 0.0
5 | Cc1ccc2cc(C#N)c(SCC(=O)N3CC(=O)Nc4ccccc43)nc2c1C | -2 | 63* | 0.5 | 0.1
6 | COc1ccc(C(=O)CC2(O)C(=O)Nc3ccc(Br)cc32)cc1[N+](=O)[O-] (stereo not given) | 6 | -4 | -1.1 | 0.4
7 | COc1cccc(NC(=O)C(CCS(C)(=O)=O)NC(C)=O)c1 (stereo not given) | -11 | 2 | 0.9 | 0.1
8 | CCN(CC(=O)Nc1cccc(OC)c1)c1ccc(C(N)=O)cc1[N+](=O)[O-] | 0 | -5 | -0.8 | -0.1
9 | Nc1nc(SCc2cn3ccsc3n2)n[nH]1 | 11 | 4 | 0.4 | -0.2
10 | Cc1cccc(NC(=O)NC(=O)C(F)(F)F)c1C | -4 | 7 | -0.7 | 0.1
11 | O=C(Nc1cc(C(F)(F)F)ccc1Cl)c1nn2c(c1Br)NC(c1ccccc1)CC2C(F)(F)F (stereo not given) | 5 | -6 | -1.2 | 0.0
12 | CCOC(=O)c1cc2c3c(c1)C1C=CCC1C(c1ccc(Cl)cc1)N3CC1CC=CC21 (stereo not given) | 8 | -5 | -0.9 | -0.2
13 | Cc1csc(NC(=O)CSc2nc(-c3ccc(F)cc3)cc(-c3ccccc3)c2C#N)n1 | 12 | 3 | 0.4 | 0.7
14 | CCN(CC)c1ccc(C2C(C(=O)N3CCOCC3)=C(C)NC3=C2C(=O)CCC3)cc1 (stereo not given) | 10 | -8 | -0.8 | 0.0
15 | O=C(Cc1ccc(-n2cccc2)cc1)NCc1ccc(F)cc1 | 5 | 60* | 0.9 | 0.0
16 | CCOC(=O)C1=C(C)N=c2s/c(=C\c3cc(Br)c(OC)cc3OC)c(=O)n2C1c1ccc2c(c1)OCO2 (stereo not given) | -1 | -12 | 1.3 | 0.1
17 | S=c1[nH]nc(-c2ccc(Cl)cc2)n1Cc1ccco1 | 0 | 6 | 1.2 | 0.0
18 | COc1cccc(C2NC(=S)NC(C)=C2C(=O)Nc2ccc(Br)cc2)c1 (stereo not given) | 4 | 8 | -2.2 | 0.1
19 | O=C(CCCn1c(=S)[nH]c2cc3c(cc2c1=O)OCO3)NCCc1c[nH]c2ccccc12 | -1 | 2 | 0.4 | -0.1
20 | CC(C)C(=O)Nc1c2c(nn1-c1cccc(Cl)c1)CS(=O)(=O)C2 | -2 | -8 | 0.6 | 0.3
21 | COc1ccccc1C(=O)OCC(=O)c1ccc(C)c(C)c1 | 9 | 2 | 1.3 | 0.2
22 | COc1ccc(Cn2nnnc2CN2CCn3cc(C(F)(F)F)nc3C2)cc1 | -6 | -2 | 0.7 | 0.0
23 | O=S(=O)(Cc1ccc(Cl)cc1)Nc1ccccc1F | -20 | -8 | -0.2 | 0.0
24 | OC[C@H]1O[C@@H](Oc2ccc(Cl)cc2Cl)[C@H](O)[C@@H](O)[C@@H]1O | 9 | 0 | -0.2 | 0.1
25 | O=C(c1cccc2cccc(O)c12)N1CCOCC1 | 7 | 1 | 1.6 | 0.0
26 | CCOC(=O)CN(Cc1ccccc1)c1ccnc(Nc2ccc(-n3nc(C)nc3C)cc2)n1 | 0 | 53* | 0.6 | -0.2
27 | O=c1ccc(=O)n(-c2cccc(C(F)(F)F)c2)[nH]1 | 0 | 3 | 4.8 | 0.0
28 | CC(/C=N/NC(=O)CN1CCN(C)CC1)=C\c1ccccc1 | 73* | 9 | 0.2 | 0.7
29 | N#C/C(=C\c1ccc(-c2ccc(Cl)c([N+](=O)[O-])c2)o1)C(N)=O | 1 | 8 | -0.3 | 0.1
30 | CC(C)(C)NC(=O)C1CCN(c2c3c(nc4ncnn24)CCC3)CC1 | 8 | 9 | -1.6 | 0.8
31 | CC(O)CC(=O)N1CCc2cc(S(=O)(=O)N(C)C)ccc21 (stereo not given) | 4 | -1 | 5.3* | 0.0
32 | CC1(C)Oc2ccc(C(=O)N3CCCCC3)cc2N(CC(=O)N2CCCCC2)C1=O | 1 | -10 | -0.4 | 0.8
33 | O=C(N/N=C/c1ccc(Cl)cc1)NC1CCCCC1 | 15 | 5 | -0.2 | 0.3
34 | O=C(Nc1ccc2oc(=O)ccc2c1)c1ccc(Br)cc1 | 4 | -34 | 0.6 | -0.1
35 | CCOc1ccc(-n2nnc(C(=O)OCc3nc(-c4ccccc4OC)oc3C)c2C)cc1 | 5 | 9 | 1.8 | -0.3
36 | CC(=O)Nc1ccc(NC(=O)CSc2nc(C)nc3sc(C)c(C)c23)cc1 | 6 | -2 | -0.5 | -0.2
37 | Cc1ccc(NC(=O)NNC(=O)c2ccccc2)cc1 | 16 | -3 | 2.4 | 0.8
38 | O=C(NN1CCOCC1)c1oc(=O)c2ccccc2c1-c1ccccc1 | 10 | 2 | 1.3 | -0.1
39 | COc1ccccc1OCC(=O)Nc1ccc(S(=O)(=O)NCCc2ccccc2)cc1 | 17 | 7 | 2.2 | -0.1
40 | Cc1ccc(N2CCN(S(=O)(=O)N3CCCCCC3)CC2)cc1Cl | -10 | 4 | 0.3 | -0.1
41 | COc1ccc(/C(C)=N/NC2=NCCN2)cc1 | -4 | -2 | -0.9 | -0.3
42 | COc1ccc(/C=C/C(=O)OCc2csc(Nc3ccccc3)n2)cc1OC | -12 | -14 | -0.7 | 0.1
43 | O=C(O)C1CCCCC1C(=O)Nc1ccccc1Br (stereo not given) | 9 | 6 | -0.2 | 0.3
44 | COc1cc(Nc2nc(NCc3ccccc3)c3ncn(C4CCCCC4)c3n2)cc(OC)c1OC | 6 | -2 | -0.6 | -0.2
45 | CCn1c(=O)n(CC(=O)NCc2ccco2)c(=O)c2ccccc21 | 2 | 5 | 0.6 | 0.1
46 | Cc1ccnc(NC(c2cccc(C)n2)c2ccc3cccnc3c2O)c1 (stereo not given) | 26 | 19 | -1.0 | -0.3
47 | Cn1nc(-c2ccc3c(c2)OCCO3)c2ccccc2c1=O | -2 | 8 | 1.0 | -0.1
48 | Cc1cccc(NC(=O)CSc2ncccn2)c1 | 5 | -15 | 2.9 | -0.1
49 | CC(=O)c1ccc(N2CCN(c3ncnc4c3c(-c3ccccc3)cn4-c3ccc(C)c(Cl)c3)CC2)cc1 | 6 | 3 | -0.6 | -0.1
50 | Cc1ccc(-c2nc3ccccc3o2)cc1NC(=O)c1cccc(Br)c1 | 15 | -5 | -0.6 | 0.8
51 | CCCNC(=O)c1cc2n(n1)C(C(F)(F)F)CC(c1ccc(C)cc1)N2 (stereo not given) | -6 | 4 | 0.4 | -0.1
52 | NC(=O)/C=C/C(=O)NCc1ccccc1 | 3 | 2 | -0.8 | 0.0
53 | O=C(c1ccc(F)cc1)N1CCN(C(=O)c2cccnc2)CC1 | -2 | -9 | -1.8 | -0.1
54 | CC(NS(=O)(=O)c1ccc(F)cc1)C(=O)Nc1ccc(F)c(Cl)c1 (stereo not given) | 2 | 3 | -1.2 | -0.1
55 | CCCCCOc1ccc(C(=O)Nc2sc3c(c2C(=O)OCC)CCN(C(C)=O)C3)cc1 | -2 | 1 | 1.5 | 0.0
56 | CC1CCN(C(=O)Cn2c(=O)n(-c3ccc(F)cc3)c(=O)c3oc4ccccc4c32)CC1 | -5 | 2 | 2.8 | -0.2
57 | CCOc1ccccc1CN1CCNC(=O)C1CC(=O)NCc1cccc(C)c1 (stereo not given) | 3 | 12 | -0.6 | 0.3
58 | Cc1cc(=O)[nH]c2nnc(-c3ccc(Br)cc3)n12 | 1 | -14 | -1.7 | 0.0
59 | O=C(Nc1cc2cc([N+](=O)[O-])ccc2oc1=O)c1ccc(Cl)cc1Cl | -2 | 0 | 0.6 | 0.0
60 | Cc1ccc(/C=C/C(=O)NCC(C)(C)CNC(=O)/C=C/c2ccc(C)o2)o1 | 4 | -1 | -0.8 | 0.1

Next section.
cpd | canonical_smiles | MITF inh | TEAD-YAP block | GPR151 activ | FBW7 activator
61 | CCC1CN(CC(=O)NCCCN2CCOCC2)Cc2cc(OC)ccc2O1 (stereo not given) | 5 | 0 | -0.1 | 0.0
62 | CC(Oc1ccc(Cl)cc1Cl)C(=O)NCc1ccncc1 (stereo not given) | -7 | 9 | 0.9 | -0.3
63 | COC(=O)C1=CN(Cc2ccc(F)cc2)C=C(C(=O)OC)C1c1cc(OC)c(OC)cc1OC | 1 | 9 | 0.2 | -0.1
64 | NC(=O)Cn1c(=O)n(CCC(=O)NCc2ccco2)c(=O)c2sccc21 | -6 | -2 | -1.1 | -0.1
65 | C(#Cc1ccccc1)CN1CCCCC1 | 13 | -3 | -0.7 | 0.3
66 | Cc1ccccc1C1CC(=O)Nc2sc3c(C)c(C#N)c(N)nc3c21 (stereo not given) | 8 | -13 | -0.2 | 0.6
67 | Cc1ccc(C(=O)N/C(=C\c2cccc(F)c2)C(=O)N2CC3CC(C2)c2cccc(=O)n2C3)cc1 (stereo not given) | -15 | 0 | -0.5 | 0.1
68 | CC(C)(C)NC(=O)CSc1nnnn1-c1ccccc1Cl | -6 | -7 | 0.1 | 0.1
69 | COc1cc(S(=O)(=O)N2CCN(C)CC2)c(OC)cc1Cl | -2 | 5 | -0.5 | 0.5
70 | CCOc1cccc2cc(C(=O)NC3CCCCC3)c(=O)oc12 | 9 | 4 | -0.4 | 0.1
71 | O=[N+]([O-])c1ccccc1S(=O)(=O)NCCSCc1c(F)cccc1Cl | -1 | -8 | 0.9 | -0.2
72 | CCOc1ccc(-n2c(O)cnc2Nc2nc(C)cc(C)n2)cc1 | -13 | 2 | -0.5 | -0.1
73 | Cc1cccc(CC(SC#N)C(=O)OCCCl)c1 (stereo not given) | 1 | -3 | 0.2 | -0.1
74 | CCOc1ccc(/C(O)=C2/C(=O)C(=O)N(CCN3CCOCC3)C2c2ccc(Br)cc2)c(C)c1 (stereo not given) | -1 | -2 | -0.1 | 0.0
75 | CC(C)c1csc(CN2CCN(CCc3ccccc3)C(CCO)C2)n1 (stereo not given) | -1 | 11 | 3.1 | 0.1
76 | O=C(c1ccc2c(c1)OCO2)N1CCC[C@@H](Cn2nc(-c3cccs3)ccc2=O)C1 | 5 | 0 | 0.7 | 0.6
77 | CC(=O)c1cccc(NC(=O)NCc2ccc3c(c2)OCO3)c1 | 1 | -6 | 1.1 | -0.1
78 | COc1ccc(CCCC(=O)N/N=C\c2ccccc2O)cc1C | -2 | -4 | 2.3 | -0.1
79 | CCOc1ccc(C(=O)CSc2nnnn2-c2ccc(OCC)cc2)cc1 | -4 | 5 | -0.4 | 0.1
80 | CCOC(=O)C1=C(C)N=c2s/c(=C\c3ccc(OCc4ccc([N+](=O)[O-])cc4)c(OCC)c3)c(=O)n2C1c1ccc(Cl)cc1 (stereo not given) | 7 | -12 | 0.2 | -0.1
81 | CCOC(=O)c1cc(-c2ccccc2)sc1NC(=O)CCN1C(=O)c2ccccc2C1=O | -13 | 0 | -1.1 | -0.1
82 | CCc1ccc(N/C(SCc2cccc(F)c2)=C(/C#N)C(=O)NCc2ccc3c(c2)OCO3)cc1 | 14 | -20 | -0.4 | 0.2
83 | CC1CCCN(C(=O)c2cc3c(s2)-c2ccccc2OC3)C1 (stereo not given) | 9 | -9 | -1.4 | 0.0
84 | CC(NCC(O)COc1ccc(S(=O)(=O)N2CCOCC2)cc1)c1ccccc1 (stereo not given) | -2 | 1 | -1.0 | -0.1
85 | Fc1ccc(CNc2c(-c3ccccn3)nc3cnccn23)cc1 | 0 | -13 | 0.1 | -0.2
86 | O=S(=O)(NCc1ccco1)c1ccc2c(c1)Cc1ccccc1-2 | -19 | -18 | 1.1 | 0.0
87 | C=C(C)C(=O)Nc1cccc(C(=O)c2cccc(NC(=O)C(=C)C)c2)c1 | 12 | 10 | 2.6 | 0.2
88 | NCCNCCCCOc1ccc(Br)cc1Cl | 0 | 19 | 0.3 | 0.0
89 | CCC(=O)N=c1sc2cc(F)cc(F)c2n1C | 12 | 2 | 8.1* | 0.0
